High-throughput results from PubChem.
DNMT1 inh: inhibitors of human DNMT1; P26358; DNMT1 molecular beacon, Hinp1I cleavage, fluorescence; inhibition (reported as % activation of signal), % at 10 µM; 360,000 compounds, 0.83% hits; AID 588458; in the data active = inhibition above about 50%
MLLE-PAM2 inh: blocks PAM2 peptide binding to the PABP1 MLLE domain; P11940; GST-MLLE / FITC-PAM2 fluorescence polarization; inhibition, % at 20 µM; 360,000 compounds, 0.36% hits; AID 588489; in the data active = inhibition above about 35%, passing the limit was not always enough;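 also: plate controls were DMSO wells with GST-MLLE for no effect and wells lacking GST-MLLE protein for full effect; some results filed as inactive read as strong as hits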
Target sequence (P11940 whole entry, looked up, the tested form may be a part): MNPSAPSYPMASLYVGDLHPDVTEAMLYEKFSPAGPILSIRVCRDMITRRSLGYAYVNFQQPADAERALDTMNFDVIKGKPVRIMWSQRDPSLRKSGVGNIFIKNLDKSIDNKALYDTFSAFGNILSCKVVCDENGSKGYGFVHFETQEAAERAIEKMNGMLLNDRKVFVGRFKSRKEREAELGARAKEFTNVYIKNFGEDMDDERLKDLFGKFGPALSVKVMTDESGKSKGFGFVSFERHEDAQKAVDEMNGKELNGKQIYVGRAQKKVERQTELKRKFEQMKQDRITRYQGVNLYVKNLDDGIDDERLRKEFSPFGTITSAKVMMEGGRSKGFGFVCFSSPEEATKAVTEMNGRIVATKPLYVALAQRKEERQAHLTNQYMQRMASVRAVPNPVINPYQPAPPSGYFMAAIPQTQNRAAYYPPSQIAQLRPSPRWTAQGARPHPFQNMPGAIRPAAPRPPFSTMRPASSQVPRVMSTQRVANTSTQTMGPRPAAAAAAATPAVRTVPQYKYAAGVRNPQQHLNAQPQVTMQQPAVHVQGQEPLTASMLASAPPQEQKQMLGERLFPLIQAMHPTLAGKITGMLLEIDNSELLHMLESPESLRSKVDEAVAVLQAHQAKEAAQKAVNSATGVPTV
LMPTP inh: blocks human LMPTP phosphatase. AID 651560. recombinant LMPTP-A, OMFP fluorogenic substrate, fluorescence intensity. 360,000 compounds, 0.22% hits. P24666. inhibition, % at 20 µM;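 active = compounds that cut the enzyme signal by at least half of the control window in the single-dose screen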;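 also: plate controls were DMSO wells with enzyme plus substrate for no effect and substrate without enzyme for full effect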
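Assay system: LMPTP-A enzyme. Input: 0.625 nM LMPTP-A final. Probe or stimulus: 400 µM OMFP. Compound dosing: single 20 µM dose. Schedule: 50 min dark incubation at room temperature. Detection: fluorescence intensity of OMFP turnover product. Read-out: percent inhibition versus substrate-only and uninhibited controls. Benchmarks: no-enzyme low control, uninhibited high control.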
Scp-1 inhibitor: blocks human Scp-1 phosphatase activity; 340,000 compounds, 0.88% hits; Recombinant Scp1, phosphopeptide, malachite green phosphate absorbance; inhibition, % at 20 µM; AID 493091; Q9GZU7;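 active = inhibition above about 50% at 20 µM, limit read from the data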;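 also: plate controls were DMSO wells with enzyme for no effect and wells lacking enzyme for full effect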
Target sequence (Q9GZU7 76-261 limits assumed): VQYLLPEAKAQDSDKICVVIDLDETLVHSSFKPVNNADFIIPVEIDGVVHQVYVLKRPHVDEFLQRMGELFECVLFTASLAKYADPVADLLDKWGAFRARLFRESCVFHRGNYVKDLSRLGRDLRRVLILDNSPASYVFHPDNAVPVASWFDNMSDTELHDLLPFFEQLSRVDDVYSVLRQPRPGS
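Incubation: 45 min enzyme reaction at room temperature / System: truncated SCP-1 phosphatase (76-261aa) / Reagent: Phospho 17-mer peptide substrate / Buffer or medium: Acidic Tris acetate buffer with magnesium and detergent / Signal: absorbance at 630 nm / Doses: one concentration, 20 µM, with 1.0% DMSO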
CSN deneddyl inh: inhibitors of human CSN-mediated cullin deneddylation; 360,000 compounds, 0.38% hits; Purified CSN, SCF-Nedd8-OG deneddylation, fluorescence polarization; AID 651999; inhibition, % at 12.5 µM;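 active = pattern-corrected inhibition above about 35%, with an unprinted fluorescence ratio check between 0.5 and 1.5, limit read from the data, passing the limit was not always enough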;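 also: 0% = enzyme with substrate and 100% = substrate without enzyme; some results filed as inactive read as strong as hits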
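assay system = purified human Csn5 enzyme expressed in HEK293T cells | amount = 0.24 nM enzyme | buffer or medium = Tris/NaCl/DTT buffer, pH 7.5 | reagent = 10 nM SCFSkp2-Nedd8OG | compound = one concentration, 12.5 µM, 0.25% DMSO | times = 90 min reaction at room temperature | signal = FP | read-out basis = % inhibition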
Tb MetRS inh: Trypanosoma brucei MetRS inhibition. purified T. brucei MetRS, ATP depletion, Kinase-Glo luminescence. 360,000 compounds, 0.4% hits. inhibition, % at 11.9 µM;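 active = inhibition above a per-plate cutoff of the control wells' mean inhibition plus 3 SD, cut at about 5.5% in these data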;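 also: 0% = DMSO wells median and 100% = median of wells with control inhibitor compound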
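Material – parasite MetRS enzyme · Medium – HEPES-MgCl2-KCl buffer plus DTT, spermine, BSA, pyrophosphatase · Reagent – ATP, methionine and E. coli bulk tRNA substrates · Times – 15 min enzyme-compound preincubation, 2 h reaction, 10 min detection, 25 °C · Measured by – luminescence of leftover ATP · Evaluation – percent inhibition relative to median high and low control wells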
STEP block: STEP (human) phosphatase inhibition | recombinant STEP, OMFP fluorogenic substrate, fluorescence | inhibition, % at 20 µM | 360,000 compounds, 0.25% hits;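 active = inhibition at 20 µM, scaled per plate between control wells, above about 37%, limit read from the data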;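 also: 0% = DMSO with enzyme and substrate and 100% = substrate only without enzyme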
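medium = Bis-Tris buffer pH 6.0, 2.5 mM DTT, 0.005% Tween 20 | test system = STEP (striatal-enriched tyrosine phosphatase) enzyme, cell-free | measure = normalized % inhibition | compound dosing = 20 µM, 1% DMSO | also added = 25 µM OMFP | schedule = reaction 20 min, ambient temperature | measured by = fluorescence read at 480 nm ex / 540 nm em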
SUMO1 PPI mod: modulators of human SUMO1-mediated protein-protein interactions; P63165; SUMO1 binding to a labelled peptide, TR-FRET, 1 h; inhibition, % at 20 µM; 360,000 compounds, 0.33% hits; AID 602429; in the data active = inhibition above about 37%
Target sequence (P63165 whole entry, looked up): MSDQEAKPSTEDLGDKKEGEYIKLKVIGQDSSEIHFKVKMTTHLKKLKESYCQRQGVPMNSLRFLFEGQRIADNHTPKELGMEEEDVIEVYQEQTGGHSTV
Rpn11 block: inhibitors of human proteasome Rpn11; O00487; human 26S proteasome, Ub4-pepOG fluorescence polarization; 20S core pre-blocked with epoxomicin; calls only at 20 µM; 360,000 compounds, 0.59% hits; AID 588493;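 active = inhibition at 20 µM, scaled to each plate's controls, above about 33%, limit read from the data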
NadD inh: inhibitors of Staphylococcus aureus NadD; purified NadD enzyme, colorimetric absorbance read-out; inhibition, % at 20 µM; 360,000 compounds, 0.78% hits; in the data active = inhibition above about 26%; also: some compounds past the cut are filed as inactive
The depositor's hits bear a star; i = inactive; x = not tested or not shown.

SMILES	DNMT1 inh	MLLE-PAM2 inh	LMPTP inh	Scp-1 inhibitor	CSN deneddyl inh	Tb MetRS inh	STEP block	SUMO1 PPI mod	Rpn11 block	NadD inh
Cc1ccc(S(=O)(=O)/N=C(/c2ccccc2)N(C)C)c(C)c1	3	27	-0.7	-9	0	-0.2	-2	2	i	0
COc1ccc(CSc2ncn[nH]2)cc1[N+](=O)[O-]	4	-3	-3.2	-2	-7	-0.7	-4	-5	i	-3
O=C(COc1ccc2ccccc2c1)NNC(=O)C(=O)Nc1ccccc1	6	-2	1.1	12	5	-0.1	6	7	i	10
COC(=O)[C@H](CC(C)C)NS(=O)(=O)c1ccc(F)cc1Br	-2	3	0.0	x	5	-0.2	1	-2	i	-3
CN(C)C(=O)c1c(NC(=O)c2ccco2)sc2c1CCCCC2	-1	14	-2.1	-3	0	-0.1	-4	1	i	1
COc1ccccc1N1CCN(c2ccc(Cl)nn2)CC1	1	-7	0.4	2	3	-0.9	-1	-2	i	-10
CCCCCCOC(=O)c1ccccc1NC(=O)/C=C/C(=O)O	2	2	-0.9	-5	-3	-0.3	2	0	i	0
Oc1ccc2[nH]cnc2c1CN1CCCCC1	-3	1	8.1	-2	1	-0.1	0	7	i	7
Cc1ccc(C(=O)NCCCNC(=O)COc2ccc(Cl)c(C)c2)cn1	1	16	0.8	0	2	-0.4	-6	7	i	-4
Cc1cc(NS(=O)(=O)c2ccc(NC(=O)c3cnc4scc(C)n4c3=O)cc2)nc(C)n1	6	10	-3.0	-1	-1	0.1	0	3	i	2
Cn1c(=O)c2cc(NC(=O)Nc3cccnc3)ccc2n1-c1ccc(C(C)(C)C)cc1	-5	4	5.9	x	0	0.0	1	9	i	19
NC(=S)Nc1ccc2c(c1)OCO2	-1	-58	-1.4	-2	-6	-0.6	-1	4	i	-4
COc1ccccc1S(=O)(=O)c1c(C)cc(C)[nH]c1=O	-1	4	-1.5	1	-2	-0.4	-4	-3	i	-2
COc1ccc(C(=O)N(C)c2c(C)n(C)n(-c3ccccc3)c2=O)cc1OC	4	-1	-0.7	-6	-4	-1.2	-3	-1	i	-1
COc1ccc(C(=O)NCCS(=O)(=O)N2CCc3ccccc3C2)cc1OC	1	-24	-0.3	-11	-5	0.3	4	4	i	-4
COc1cccc(CCNC(=O)c2cc(COc3c(F)cccc3F)on2)c1	0	-4	0.0	-11	2	-0.8	0	1	i	-13
COC(=O)c1ccc(CNC(=O)c2ccc3c(c2)NC(=O)CS3)cc1	-3	-9	-1.0	-8	-3	-0.5	-4	2	i	1
NS(=O)(=O)c1ccc(CCNC(=O)C2CCCCC2)cc1	1	2	-0.6	-2	-4	-0.1	1	4	i	0
O=C(N/N=C\c1ccc(F)cc1)c1ccc(F)cc1	-1	-21	1.0	-8	-5	-0.6	0	2	i	-4
COc1ccccc1C(=O)NCCc1nc2ccccc2n1C	-1	-8	0.0	-2	5	-0.6	-1	0	i	-1
O=C(Nc1ccnn1C1CCN(C(=O)CCc2ccc(F)cc2)CC1)C1CCOC1 (stereo not drawn)	1	-7	-0.5	1	4	-0.1	1	1	i	-2
OC(COc1cc(Cl)c(Cl)cc1Cl)CN1CCN(c2ncccn2)CC1 (stereo not drawn)	-4	0	-0.9	-5	-4	0.3	3	2	i	-7
Cc1cc(C)cc(N(C(=O)Cn2nnc3ccccc32)C(C(=O)NCc2ccco2)c2ccncc2)c1 (stereo not drawn)	-1	-1	-0.9	-13	5	-0.6	-3	2	i	-4
CCOc1ccc(C(=O)n2cnnc2N)cc1	-2	-13	-0.4	-5	3	-0.3	-1	-1	i	-4
N#Cc1ccc(C(=O)NN2C(=O)NC3(CCCCC3)C2=O)cc1	0	-5	0.6	3	-4	-0.5	0	2	i	-2
CCOC(=O)CC1C(=O)NCCN1S(=O)(=O)c1ccccc1 (stereo not drawn)	0	-3	-0.7	-8	0	-2.2	-3	1	i	0
Cc1ccc(C)c(S(=O)(=O)N2CCCOC2CNC(=O)C(=O)NCc2ccncc2)c1 (stereo not drawn)	2	-1	-0.6	1	-3	-1.5	-2	2	i	-5
Cc1ccc(N2C(=O)c3ccccc3C2C(=O)c2ccc(O)cc2O)cc1 (stereo not drawn)	-4	8	2.7	-4	1	-0.3	-2	0	i	3
O=C(Nc1ccccc1C(=O)O)c1cc(S(=O)(=O)Nc2ccccc2)ccc1Cl	2	6	-0.5	-10	3	-0.4	-2	6	i	-4
C/C(=N\NC(=O)c1nnn(-c2nonc2N)c1-c1ccc2c(c1)OCO2)c1ccccc1	13	-6	-0.6	1	1	0.0	-3	0	i	5
CCOC(=O)c1cnc2cc(-c3ccc(C)cc3)nn2c1-c1ccccc1	-3	-4	3.2	-23	0	0.2	11	23	i	-5
Cc1cc(C(F)(F)F)nn1Cc1n[nH]c(=S)n1Cc1ccccc1	1	-21	-2.4	-5	-1	-0.3	2	-1	i	12
N/C(COc1ccccc1)=N\NC(=O)c1cccnc1Oc1ccccc1	0	-7	-0.7	-6	1	0.1	10	4	i	1
COc1ccc(/C=N\NC(=O)c2ccc(F)cc2)cc1COc1ccccc1C(N)=O	-4	5	2.8	-5	2	-0.2	3	-14	i	18
Cn1c(=O)c2cc(NC(=O)NCc3ccc(Cl)cc3Cl)ccc2n1Cc1ccc(F)cc1	-4	-10	3.0	x	4	-0.1	-4	-5	i	3
COc1ccccc1CNC(=O)[C@H](C)NC(=O)C1CCN(C(=O)[C@@H](N)Cc2ccccc2)CC1	-1	-3	-1.3	-1	1	-1.7	5	2	i	-3
CCOC(=O)c1cnn2c(SC)ncnc12	3	-1	-2.1	x	1	0.2	2	7	i	5
CCOc1cc(CNCC(C)C)c(Cl)cc1OCC(=O)Nc1ccccc1	0	-1	0.5	-1	2	0.5	0	-5	i	-13
COc1cc(/C=N/NC(=O)C2CCN(CC(O)COCc3ccccc3)CC2)cc(OC)c1OC (stereo not drawn)	0	-7	-0.6	-7	-4	0.6	0	-12	i	-8
COc1ccc(N(CC(=O)Nc2cc(C)ccc2C)S(=O)(=O)c2c(C)noc2C)cc1	1	13	0.9	-7	3	0.1	-2	3	i	0
NS(=O)(=O)c1ccc(CCNCc2cc(Br)ccc2OCc2ccccc2)cc1	-7	3	0.1	1	-12	2.8	-2	0	i	6
CCc1cc2c(-c3ccccc3)cc(=O)oc2c(CN2CCOCC2)c1O	1	-20	-0.5	-10	0	-0.4	4	-16	i	1
COc1ccc(-n2nnnc2SCC(=O)N2CCCC2=O)cc1	4	-86	-0.7	4	2	-0.5	-2	10	i	4
COc1ccc(OC)c(N(CC(=O)NCC2CCCO2)S(=O)(=O)c2ccccc2)c1 (stereo not drawn)	-1	10	-0.3	-5	-1	0.5	0	2	i	-4
Oc1ccccc1Cc1c(O)ccc2ccccc12	-12	5	2.4	-14	-2	-0.1	-6	10	i	-4
Nc1ncnc2c1ncn2[C@@H]1O[C@H](CNC(=O)OC[C@@H](N)Cc2ccccc2)[C@@H](O)[C@H]1O	-1	-1	-0.2	x	6	3.4	1	1	i	-2
Cc1ccc(-n2c(SCC(=O)N/N=C/c3ccccc3OCC(=O)O)nc3ccccc3c2=O)cc1	-5	-8	0.8	1	2	-0.2	3	2	i	8
Cc1ccc(NC(=O)c2cccnc2)cc1S(=O)(=O)N(C)C	2	-2	-0.3	2	-8	-0.7	1	-1	i	-4
Clc1ccc(CCNc2nc3ccccc3n3nnnc23)cc1	17	-10	1.8	0	4	-1.0	0	-9	i	4
Cc1ccc(S(=O)(=O)c2nc(-c3ccco3)oc2SCC(=O)NCC2CCCO2)cc1 (stereo not drawn)	-7	17	0.7	-3	6	0.1	-3	16	i	5
CCOc1cc(C(=O)Nc2ccc([N+](=O)[O-])cn2)cc(OCC)c1OCC	6	-3	0.3	-1	-10	-1.6	-5	0	i	1
Cc1ccc(OCC(=O)N2CCN(C(=O)c3cccnc3)CC2)cc1	-5	1	-1.8	3	-1	-0.8	-2	1	i	-1
Cc1c(Cl)cnc(NC(=O)COC(=O)CCc2nc3ccccc3s2)c1Cl	3	10	-0.1	-4	-1	-0.8	-2	-5	i	-1
OCc1cccc(-c2csc(C(O)(c3ccccc3)C(F)(F)F)n2)c1 (stereo not drawn)	-3	-3	1.1	x	-3	-0.3	-3	1	i	-6
CC1(C)CC(=O)c2cn3nc(C(F)(F)F)nc3nc2C1	-1	0	-0.9	-6	-1	0.8	0	2	i	0
CC(CCc1ccccc1)NC(=O)c1ccc(-n2cncn2)c([N+](=O)[O-])c1 (stereo not drawn)	1	5	-6.7	-8	3	26*	1	-32	i	1
CCCNC(=O)C(Cc1ccccc1)NS(=O)(=O)c1ccc2c(c1)CCC(=O)N2 (stereo not drawn)	-4	-4	-1.2	-12	-2	-0.2	2	4	i	5
COc1ccc(S(N)(=O)=O)cc1C(=O)NC1CCCc2ccccc21 (stereo not drawn)	2	-11	0.2	-5	1	-0.1	-1	2	i	-2
CCCCCC(=O)Nc1ncc2c(n1)CC(c1cccs1)CC2=O (stereo not drawn)	2	10	-0.7	-11	1	-0.5	3	-4	i	7
O=C(CCN1C(=O)/C(=C/c2ccccc2Cl)SC1=S)NNC(=O)c1ccccc1O	10	4	1.0	4	9	0.5	-3	-1	i	20

Among those listed so far, these contain bromine.
SMILES	DNMT1 inh	MLLE-PAM2 inh	LMPTP inh	Scp-1 inhibitor	CSN deneddyl inh	Tb MetRS inh	STEP block	SUMO1 PPI mod	Rpn11 block	NadD inh
COC(=O)[C@H](CC(C)C)NS(=O)(=O)c1ccc(F)cc1Br	-2	3	0.0	x	5	-0.2	1	-2	i	-3
NS(=O)(=O)c1ccc(CCNCc2cc(Br)ccc2OCc2ccccc2)cc1	-7	3	0.1	1	-12	2.8	-2	0	i	6

Compounds as they come; overall some 3.6% were active at least once.
